Efflux pump inh = blocks antifungal efflux pumps in multiplex yeast assay | inhibition, % at 10 µM | actives 0.44% (n = 330,000) | S. cerevisiae Candida pump triplex, Nile Red efflux;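 active = plate passing quality check with inhibition over a set limit, or well fluorescence over plate mean plus 4 SD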;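 also: Nile Red retained in pooled yeast measured as flow cytometry median fluorescence; 0% = buffer negative control and 100% = Enniatin B positive control; higher means more Nile Red kept so more efflux inhibition; some compounds called inactive have numbers as strong as hits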
PME-1 primary = PME-1 (human) inhibition. recombinant PME-1, FP-Rh probe fluorescence polarization. AID 2130. inhibition, % at 5.9 µM. actives 0.53% (n = 320,000). Q9Y570;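 active = inhibition above the campaign mean of all compounds plus 3 SD, cut at about 26% in these data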;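 also: competitive labeling of PME-1 active site by serine hydrolase directed probe; 0% = PME-1 with DMSO and 100% = wells lacking PME-1 enzyme; inhibitors block probe labeling so polarization falls and inhibition rises; many of its hits are not listed in these tables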
Target sequence (Q9Y570 whole entry, looked up): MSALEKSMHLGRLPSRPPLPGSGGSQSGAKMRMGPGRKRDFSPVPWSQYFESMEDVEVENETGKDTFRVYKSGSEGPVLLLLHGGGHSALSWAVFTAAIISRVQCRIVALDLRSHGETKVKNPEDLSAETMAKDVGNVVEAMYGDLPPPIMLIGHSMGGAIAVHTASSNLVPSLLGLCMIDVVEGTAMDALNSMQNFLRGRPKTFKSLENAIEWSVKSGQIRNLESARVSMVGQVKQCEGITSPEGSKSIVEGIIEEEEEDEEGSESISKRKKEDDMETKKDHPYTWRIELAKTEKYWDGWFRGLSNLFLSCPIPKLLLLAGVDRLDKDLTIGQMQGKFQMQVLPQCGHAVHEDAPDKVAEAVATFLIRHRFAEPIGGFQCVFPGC
MEX-5 binding = C. elegans MEX-5 TCR-2 RNA binding activity | activity score (negative = inhibition of binding), % at 10 µM | Q9XUB2 | AID 1832 | actives 0.38% (n = 300,000) | MEX-5/FITC-TCR2 RNA binding, fluorescence polarization; stronger effect = lower value;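 active = inhibition past about -25% in most replicates, and total fluorescence under double the plate's negative control median, limit read from the data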;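 also: 0% = DMSO and -100% = 5 µM competing unlabeled TCR2 RNA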
VLA-4 inh = inhibition in a human VLA-4 binding assay; VLA-4 expressing cells, ligand binding flow cytometry; inhibition, % (about 7 µM as worked out from the volumes in the protocol); actives 0.2% (n = 330,000); AID 2557; in the data active = inhibition above about 50%
MCL1 BIM primary = disrupts human MCL1 binding to BIM-BH3 peptide; Q07820; inhibition, % at 10.9 µM; GST-MCL1 / FITC-Bim-BH3 fluorescence polarization; actives 0.68% (n = 320,000); AID 2057;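 active = inhibition above the mean inhibition of all tested compounds plus 3 SD, set per campaign, cut at about 40% in these data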;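 also: 0% = DMSO wells and 100% = unlabeled Bim-BH3 peptide control; higher means more loss of mP so more displacement of Bim peptide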
BCLXL inh = blocks human Bcl-xL binding to Bim BH3 peptide; GST-Bcl-xL / FITC-Bim BH3 peptide fluorescence polarization; inhibition, % at 10.9 µM; actives 0.7% (n = 320,000); AID 2129;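 active = inhibition above the mean of all tested compounds plus 3 SD, cutoff set per campaign, cut at about 30% in these data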;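 also: 0% = DMSO wells and 100% = unlabeled Bim-BH3 peptide competitor; inhibitors lower millipolarization by displacing the labeled peptide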
GRK2 inh = human GRK2 inhibition via aptamer displacement. P25098. bead flow cytometry, FAM-aptamer displacement from GRK2. inhibition of aptamer binding, % at 10 µM. actives 0.59% (n = 330,000);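 active = inhibition of aptamer binding above 40%, roughly 3 SD of noise, on plates passing a quality check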;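 also: median bead fluorescence of bound FAM aptamer so fluorescent compounds give negative values; no value below 0 was filed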
Target sequence (P25098 whole entry, looked up): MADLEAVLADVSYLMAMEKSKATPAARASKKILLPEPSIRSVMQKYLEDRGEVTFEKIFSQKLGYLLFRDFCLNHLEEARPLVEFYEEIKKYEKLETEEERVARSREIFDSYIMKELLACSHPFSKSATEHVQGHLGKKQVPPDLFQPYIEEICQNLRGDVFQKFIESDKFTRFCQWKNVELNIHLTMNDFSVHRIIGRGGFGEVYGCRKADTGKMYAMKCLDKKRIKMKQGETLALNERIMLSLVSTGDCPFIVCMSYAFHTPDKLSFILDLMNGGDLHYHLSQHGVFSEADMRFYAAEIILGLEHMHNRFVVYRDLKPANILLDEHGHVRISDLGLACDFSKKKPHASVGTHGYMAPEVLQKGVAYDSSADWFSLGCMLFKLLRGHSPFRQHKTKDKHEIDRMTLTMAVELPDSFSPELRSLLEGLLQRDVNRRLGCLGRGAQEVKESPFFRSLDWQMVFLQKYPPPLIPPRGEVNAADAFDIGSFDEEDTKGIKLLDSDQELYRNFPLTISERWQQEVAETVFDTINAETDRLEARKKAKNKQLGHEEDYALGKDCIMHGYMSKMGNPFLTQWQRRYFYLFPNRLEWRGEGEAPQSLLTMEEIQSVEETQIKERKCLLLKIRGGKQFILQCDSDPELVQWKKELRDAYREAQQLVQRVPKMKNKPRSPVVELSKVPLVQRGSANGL
GLD-1 TGE inh = GLD-1-TGE RNA interaction inhibition (C. elegans). Q17339. purified GLD-1 + fluorescein TGE RNA, fluorescence polarization. inhibition, % at 5.96 µM. actives 0.44% (n = 320,000);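 active = percent inhibition above a per-plate cutoff, the plate mean of test compounds plus 3 SD, cut at about 30% in these data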;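 also: 0% = DMSO wells with GLD-1 and probe and 100% = wells lacking GLD-1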
Fam108B inh = blocks mouse Fam108B hydrolase in RBBP9 counter-screen; recombinant Fam108B, FP-Rh probe fluorescence polarization; inhibition, % at 9.51 µM; actives 0.33% (n = 300,000); AID 1947;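 active = inhibition above the screen mean inhibition plus 3 SD, computed separately per campaign, cut at about 18% in these data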;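 also: inhibitors lower polarization as less probe binds the enzyme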
Active calls of the source: *; . = not tested or not shown. This is a subset; count on the stated rates, not on these rows.

SMILES	Efflux pump inh	PME-1 primary	MEX-5 binding	VLA-4 inh	MCL1 BIM primary	BCLXL inh	GRK2 inh	GLD-1 TGE inh	Fam108B inh
O=C(NS(=O)(=O)c1ccccc1Cl)c1ccc[nH]1	-0.1	-1.0	-1.8	2.1	11.3	10.1	5.0	4.5	2.5
Cc1nc2c(ccc3nc(NC(=O)Cc4ccccc4)sc32)s1	-0.3	-17.5	-0.6	27.8	-1.4	2.7	0.0	-0.3	-5.5
COc1ccc(OCC(=O)N2N=C(C(F)F)CC2(O)C(F)F)cc1 (stereo not drawn)	-0.3	2.5	0.7	15.0	10.6	1.1	3.0	5.8	3.0
COc1ccc(CNC(=O)C2CCN(S(=O)(=O)N3CC(C)CC(C)C3)CC2)cc1 (stereo not drawn)	0.0	-0.2	2.1	-3.0	-4.4	1.6	1.0	7.0	-2.7
S=c1[nH]nc(-c2ccn[nH]2)n1-c1ccccc1Cl	-0.1	-0.1	1.1	16.8	-13.3	-15.3	2.0	-0.2	2.5
COc1ccccc1C(=O)Nc1ccc(OCc2nnc3c4ccccc4c(C)nn23)cc1	0.7	-14.7	1.0	-12.4	3.0	2.9	0.0	-5.9	-7.0
COc1ccc(-n2c(SCC(=O)Nc3ccc(C(=O)O)cc3)nnc2-c2cccs2)cc1	0.0	-5.4	-8.8	5.0	-6.5	-5.4	3.0	12.0	0.4
Cc1cccc(C(=O)NCCNc2nc3cc(C)c(C)cc3cc2C)c1	0.0	3.7	0.0	2.5	-3.3	-1.7	2.0	-6.3	3.5
CCC(C)(C(=O)NC1CCCC1)N(C(=O)c1ccccn1)c1ccc(C)cc1 (stereo not drawn)	0.1	2.4	0.1	11.0	7.0	3.5	0.0	5.6	-1.4
Cc1c(Cl)cccc1-c1ccc(CNCc2ccccn2)o1	0.0	-1.6	-10.3	10.3	0.3	5.2	1.0	-2.5	-0.7
COc1ccc(OC)c(S(=O)(=O)n2nnc3cc(Cl)ccc32)c1	0.1	-0.6	-3.4	-0.8	3.6	4.0	0.0	6.2	-0.1
O=C(NCCc1ccc(Cl)cc1)C1CCC(CNc2nc(=S)[nH]c3ccccc23)CC1 (stereo not drawn)	-0.4	-4.8	-1.8	12.3	4.8	3.6	6.0	6.2	-7.4
COc1ccc(N2CCN(CC(=O)Nc3ccccc3C(=O)NCc3ccccc3)CC2)cc1	-0.1	3.4	.	-7.8	-5.5	1.5	4.0	3.0	.
COc1cc(/C=C/C(=O)OCC(=O)N2CCOCC2)ccc1OCC#N	0.3	4.2	-1.8	-1.4	0.5	-0.9	0.0	14.0	2.5
CCc1nc2ccc(C(=O)NC3CCC(C)CC3)cc2nc1CC (stereo not drawn)	0.4	-1.2	0.1	10.8	-3.6	0.2	4.0	1.4	2.0
CC1=C(C)CC(C(=O)Nc2nc(-c3ccc(F)cc3)c(C)s2)C(C(=O)O)C1 (stereo not drawn)	0.4	-9.2	0.0	18.7	-1.0	4.9	3.0	2.3	2.7
CN(C)C1=C(Cl)C(=O)N(c2ccc(Cl)c(Cl)c2)C1=O	0.0	-19.2	-8.1	0.1	10.0	11.7	0.0	3.9	-6.0
Cc1ccc(-c2noc(COc3ccc4c(c3)OCO4)n2)cc1	0.0	0.3	-0.3	-1.0	6.6	5.3	0.0	1.6	2.4
COc1cccc(-c2ccc(NC(=O)C3CCCN(Cc4cnn(C)c4)C3)cc2)c1 (stereo not drawn)	-0.2	-10.3	0.3	9.5	6.9	-0.1	0.0	2.1	-0.9
N#Cc1c(-c2ccco2)ccn(Cc2cccc(F)c2)c1=O	-0.1	2.5	5.7	1.9	4.8	4.1	12.0	-1.6	-1.0
CCn1c2ccccc2c2cc(NC(=O)c3ccc([N+](=O)[O-])cc3)ccc21	-0.2	4.6	0.7	0.0	12.4	2.8	0.0	2.6	25.2*
O=C(CSc1ccc(-c2cccs2)nn1)Nc1ccccc1	0.1	-8.7	1.6	5.8	-6.9	1.4	0.0	5.1	-4.0
Cc1cc(C(=O)C(=O)O)c(C)n1-c1ccc(Cl)c(Cl)c1	0.0	0.7	-0.8	12.5	-0.8	6.5	0.0	-2.2	0.5
Cc1cc(C(F)(F)F)nn1CC(=O)N1CCOCC1	-0.1	1.4	2.5	0.7	-2.2	1.7	1.0	2.3	1.5
Cn1c(N2CCN(C(=O)NCc3ccccc3)CC2)nc2ccccc21	0.1	-4.7	0.0	15.3	6.5	4.3	0.0	3.5	-2.5
SMILES	Efflux pump inh	PME-1 primary	MEX-5 binding	VLA-4 inh	MCL1 BIM primary	BCLXL inh	GRK2 inh	GLD-1 TGE inh	Fam108B inh
CCOC(=O)C1(S(=O)(=O)c2ccc(Cl)cc2)CCN(Cc2ccc(Cl)cc2)CC1	0.1	-3.6	-1.2	59.2*	4.5	6.2	0.0	-3.3	0.3
C/C(=N\NC(=O)c1cccc(N/N=C(\C)c2cc(O)ccc2O)c1)c1cc(O)ccc1O	0.0	3.7	1.7	11.5	23.1	17.5	0.0	6.7	30.2*
CCOC(=O)N1CCN(C(=O)c2cn(C)c3ccc(S(=O)(=O)N4CCCC4)cc3c2=O)CC1	0.0	2.0	1.7	2.9	3.8	5.7	2.0	-0.1	0.2
COC(=O)c1c(CCl)noc1C(=O)NCC1CCCO1 (stereo not drawn)	-0.1	-3.1	.	-1.4	-1.9	0.6	1.0	2.7	-1.2
Cc1occc1-c1nnc(SCC(=O)NC2CCC(C)CC2)o1 (stereo not drawn)	0.0	5.1	.	3.3	0.2	-3.1	3.0	4.5	.
COc1cnc(-c2cccc(C(F)(F)F)c2)[nH]c1=O	-0.2	-6.9	0.4	-4.1	-1.5	1.9	0.0	6.6	3.2
OCC[C@H]1C[C@H](O)[C@@H](O)[C@@]2(CCc3ccccc3O2)O1	0.2	-6.7	.	-1.0	10.5	1.9	6.0	1.7	4.4
Cc1cccc(C)c1NC(=O)CN1C(=O)NC(C)(CCc2ccccc2)C1=O (stereo not drawn)	0.2	6.8	-1.8	3.7	4.0	-5.1	0.0	-3.9	-4.6
N#CCSc1nc2c(c(C3CC=CCC3)c1C#N)CCC2 (stereo not drawn)	0.3	2.1	2.0	13.0	2.1	1.3	0.0	4.0	-1.5
Cc1cc(NC(=O)NCc2ccccc2)c(=O)n(Cc2ccccc2F)c1	-0.1	2.5	1.8	2.7	2.5	-0.9	0.0	1.9	1.1
Cc1ccc(-c2csc(NC(=O)Cc3ccc(F)cc3)n2)o1	0.1	2.1	1.8	3.5	4.4	-3.5	2.0	2.4	-1.9
CC(Sc1nnnn1C)C(=O)Nc1cc(S(=O)(=O)N2CCCCC2)ccc1Cl (stereo not drawn)	-0.1	4.8	.	-4.7	-2.4	-6.5	1.0	4.1	.
CC(=O)c1cccc(Nc2ccc(-c3ccccc3F)nn2)c1	-0.2	4.3	2.8	4.7	-2.2	0.6	1.0	-4.4	-0.1
Cc1nn(CC(=O)c2ccc3c(c2)OCCO3)c(=O)c(C#N)c1C	-0.1	.	.	-328.5	.	.	5.0	-5.7	.
CC(C)OCc1c(C(=O)OC/C(O)=C(\C#N)c2nc3ccccc3[nH]2)oc2ccccc12	0.0	-0.7	1.6	3.9	-9.7	-1.1	0.0	-6.6	1.0
Cc1cc(C)c(O)c(-c2cc(C(=O)NCc3ccccc3)[nH]n2)c1	-0.2	-0.9	-0.7	8.9	4.0	2.2	0.0	-2.2	5.8
CCOC(=O)CCCOC(=O)c1ccc(S(=O)(=O)N(C)C)cc1	-0.2	3.5	2.3	-0.2	15.6	12.0	0.0	-0.1	2.8
CC(/C=C/c1ccccc1)=N\NC(=O)c1ccc2c(c1)OCCO2	-0.4	-0.1	-1.1	21.1	6.0	-0.9	0.0	4.3	9.2
CCO[C@@H]1OC(C(=O)NCc2nc3ccccc3[nH]2)=C[C@H](C(C)(C)C)[C@H]1CCCO	-0.2	-1.9	-0.7	31.8	8.7	-0.5	1.0	-0.9	3.1
CCC(=NCCc1c(C)[nH]c2ccc(C)cc12)C1=C(O)CC(c2ccccc2)CC1=O (stereo not drawn)	0.1	-2.5	2.9	46.2	7.1	10.3	0.0	2.8	-1.1
O=C1NC(c2ccc(-c3ccccc3[N+](=O)[O-])o2)C(C(=O)c2ccccc2)C(O)(C(F)(F)F)N1 (stereo not drawn)	0.2	0.5	0.2	-13.2	7.2	1.8	1.0	-0.3	2.2
Cc1ccc(SCC(=O)OCC(=O)N(C)CC(=O)Nc2ccccc2Cl)cc1C	0.3	2.3	-1.2	-0.3	2.8	-0.2	0.0	4.9	0.8
CCC(=O)N1CCc2cc(S(=O)(=O)CCC(=O)NCc3ccco3)ccc21	0.0	3.1	-0.3	-0.7	1.4	3.4	3.0	-0.6	0.7
COc1ccc(NC(=O)C2(N(CC(C)C)C(=O)Cn3nnnc3N)CCCCC2)cc1	0.3	2.5	0.5	5.0	-2.3	5.8	0.0	-6.9	2.3
Cc1nn(-c2ccccc2)c(C)c1C(=O)NNC(=O)C(F)(F)F	-0.1	-9.7	-2.6	14.7	-1.1	6.4	2.0	0.8	0.7

Part of the list above, with bars between the fields:
compound | Efflux pump inh | PME-1 primary | MEX-5 binding | VLA-4 inh | MCL1 BIM primary | BCLXL inh | GRK2 inh | GLD-1 TGE inh | Fam108B inh
Cc1cccc(C)c1NC(=O)CN1C(=O)NC(C)(CCc2ccccc2)C1=O (stereo not drawn) | 0.2 | 6.8 | -1.8 | 3.7 | 4.0 | -5.1 | 0.0 | -3.9 | -4.6
CCC(=O)N1CCc2cc(S(=O)(=O)CCC(=O)NCc3ccco3)ccc21 | 0.0 | 3.1 | -0.3 | -0.7 | 1.4 | 3.4 | 3.0 | -0.6 | 0.7
Cc1nn(CC(=O)c2ccc3c(c2)OCCO3)c(=O)c(C#N)c1C | -0.1 | . | . | -328.5 | . | . | 5.0 | -5.7 | .

With a hit mark in VLA-4 inh, of those listed so far:
| Molecule | Efflux pump inh | PME-1 primary | MEX-5 binding | VLA-4 inh | MCL1 BIM primary | BCLXL inh | GRK2 inh | GLD-1 TGE inh |
| --- | --- | --- | --- | --- | --- | --- | --- | --- |
| CCOC(=O)C1(S(=O)(=O)c2ccc(Cl)cc2)CCN(Cc2ccc(Cl)cc2)CC1 | 0.1 | -3.6 | -1.2 | 59.2* | 4.5 | 6.2 | 0.0 | -3.3 |

Other records follow.
SMILES	Efflux pump inh	PME-1 primary	MEX-5 binding	VLA-4 inh	MCL1 BIM primary	BCLXL inh	GRK2 inh	GLD-1 TGE inh	Fam108B inh
CCc1nn(C(CC)C(=O)NCCCN2CC(C)CC(C)C2)c(=O)c2cc3oc(C)cc3n12 (stereo not drawn)	-0.2	-2.6	0.0	2.1	1.8	6.3	1.0	3.9	-3.9
O=C(NC1CCCC1)C(=O)N(Cc1cccnc1)C(C(=O)NCC1CCCO1)c1ccco1 (stereo not drawn)	-0.1	0.6	1.6	13.1	3.4	3.8	0.0	1.8	-0.2
CCN(CC)c1ccc(N)cc1S(=O)(=O)Nc1ccccc1OC	-0.1	-2.9	1.4	2.9	8.6	7.1	1.0	-0.4	1.8
CCCCc1cc(=O)oc2cc(C)cc(OCC(=O)N[C@@H](CSCc3ccccc3)C(=O)O)c12	0.3	1.2	0.7	-6.1	10.5	9.3	2.0	1.3	-4.5
Cc1cc(NCc2ccccn2)n2ncc(-c3ccccc3)c2n1	0.0	11.1	-0.9	-1.3	0.3	0.3	0.0	2.8	-2.4
CCN1C(=O)CS/C1=C(\C#N)S(=O)(=O)c1ccccc1	0.0	-29.8	3.2	-16.0	-41.1	-22.6	3.0	-7.1	-14.2

Source: PubChem BioAssay
